# Akt phos inh – Akt phosphorylation inhibition. AID 651550. 360,000 tested, 0.32% active. Neuro2A IGF-stimulated pAkt S473 HTRF, 20 min; hits give low values. activity change, % for hits at 50 µM; in the data active = activity change below about -80%; inconclusive = mostly about -51% to -80%; note: % is set by controls: 0 for no effect and ±100 for the full control effect
#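 Single-point screen (50 µM final compound) in Neuro2A cells stimulated 20 min with 6 nM IGF at 37 deg C. After lysis, Ser473-phosphorylated Akt read by HTRF (ex 330 nm, em 615/665 nm) as the 665/615 ratio.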
# D3 antag – D3 dopamine receptor (human) antagonism; max response, negative = inhibition, %; P35462; D3R cells, DiscoveRx beta-arrestin luminescence, antagonist mode; hits give low values; AID 652054; 360,000 tested, 2.5% active; in the data active = max response below about -50%; inconclusive = no clear call, values can overlap the other calls; note: % is set by controls: 0 for no effect and ±100 for the full control effect; mostly tested at two doses, the higher about 12 µM
#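 Cells plated overnight at 1500 cells/well, then exposed to library compounds with dopamine controls for 90 minutes at 37 degrees C. DiscoveRx reagent added for 30–60 minutes at room temperature; luminescence read, quantitative HTS format.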
# aSyn rescue – rescues yeast growth from alpha-synuclein toxicity; Yeast expressing alpha-synuclein, growth rescue, BacTiter-Glo, 24 h; Potency, µM (doses to about 46.1 µM), for inactives: top-dose growth rescue (activation), actives largely listed as activators; 370,000 tested, 0.14% active; note: potency is the fitted concentration of half-maximal effect; % of control where 0% means no effect; nearly all actives have a fitted effect of over 65% in size
#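 Screening used galactose-induced yeast with toxic alpha-synuclein levels, exposed to compound for 24 hr at 30 deg C. Cell growth, read with BacTiter-Glo luminescence, gave the measured signal.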
# PTHR1 agonist – activates the human parathyroid hormone receptor PTHR1. Q03431. HEK293 GP2 PTHR1 cells, GloSensor cAMP luminescence, 1 h. 410,000 tested, 0.075% active. Potency, µM (highest dose often 115 µM), inactives show at the highest dose activation, usual class: activators; note: potency is the fitted concentration of half-maximal effect; nearly all actives have a fitted effect of over 55% in size; some results filed as inactive show a strong effect at the top dose; inactives centre near -15; many of its hits are not listed in these tables
# Target sequence (Q03431 whole entry, looked up): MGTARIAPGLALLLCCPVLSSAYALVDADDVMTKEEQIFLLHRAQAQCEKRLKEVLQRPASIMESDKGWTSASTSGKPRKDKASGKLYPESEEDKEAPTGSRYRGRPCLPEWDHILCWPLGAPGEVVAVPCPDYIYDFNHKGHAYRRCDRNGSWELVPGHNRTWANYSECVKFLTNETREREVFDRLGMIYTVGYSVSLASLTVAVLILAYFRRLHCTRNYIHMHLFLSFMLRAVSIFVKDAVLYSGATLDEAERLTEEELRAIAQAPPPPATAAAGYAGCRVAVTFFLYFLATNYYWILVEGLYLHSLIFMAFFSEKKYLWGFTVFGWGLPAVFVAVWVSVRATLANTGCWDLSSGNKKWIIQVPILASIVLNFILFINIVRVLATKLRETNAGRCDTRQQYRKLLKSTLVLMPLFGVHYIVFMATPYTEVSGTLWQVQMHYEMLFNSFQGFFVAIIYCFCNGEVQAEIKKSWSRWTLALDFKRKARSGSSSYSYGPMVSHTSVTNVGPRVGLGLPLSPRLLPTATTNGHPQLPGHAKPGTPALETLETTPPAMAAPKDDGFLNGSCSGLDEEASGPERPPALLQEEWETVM
#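 HEK-293-derived GP2 cells expressing PTHR1 and a GloSensor cAMP reporter, 3,000/well, plated overnight, given luciferin plus IBMX (each 0.5 mM as added) for 1 h at 37 °C, then compound for 1 h at 37 °C. Luminescence was read after 15 min at room temperature.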
# Abeta yeast res – restores growth of yeast expressing A-beta42 peptide. yeast expressing A-beta42, growth rescue, OD600, 48 h; response scale: 0% DMSO, 100% iron-clioquinol control. Potency, µM (top dose mostly 46.1 µM), inactives show at the highest dose growth rescue, usual class: activators. 410,000 tested, 0.063% active; note: potency is the fitted concentration of half-maximal effect; nearly all actives have a fitted effect of over 55% in size
#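 Yeast growth medium received pinned compounds, then yeast cells expressing toxic A-beta were added; plates incubated at 30 C for 48 hr. Growth read as absorbance at 600 nm, normalized to DMSO and equimolar FeCl3 plus clioquinol controls.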
# TDP-43 yeast inh – rescues yeast growth from TDP-43 toxicity. AID 652104. Potency, µM (series often up to 46.1 µM), for inactives: at the top dose growth rescue (activation), actives largely listed as activators. TDP-43 expressing yeast growth rescue, BacTiter-Glo, 24 h. 410,000 tested, 1.8% active; note: potency is the fitted concentration of half-maximal effect; % of control where 0% means no effect; nearly all actives have a fitted effect of over 50% in size
#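 Cell-based yeast growth screen: TDP-43 expression induced in galactose, inoculum OD600=0.02 after raffinose pregrowth to mid-log. Read-out BacTiter-Glo luminescence at 24 hr, 30 deg C; inhibition of toxicity seen as signal increase.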
# GLP1R inv ag – GLP-1 receptor (human) inverse agonism; HEK293 GLP-1R CRE-luciferase, luminescence, 24 h; GLP-1R form is constitutively active; Potency, µM (highest dose often 38.3 µM), for the others: at the top dose activity change, negative = inhibition, usual class: inhibitors; 410,000 tested, 1.6% active; AID 624417; note: potency is the fitted concentration of half-maximal effect; % is set by controls: 0 for no effect and ±100 for the full control effect; nearly all actives have a fitted effect of over 55% in size
# Target sequence (P43220 whole entry, looked up): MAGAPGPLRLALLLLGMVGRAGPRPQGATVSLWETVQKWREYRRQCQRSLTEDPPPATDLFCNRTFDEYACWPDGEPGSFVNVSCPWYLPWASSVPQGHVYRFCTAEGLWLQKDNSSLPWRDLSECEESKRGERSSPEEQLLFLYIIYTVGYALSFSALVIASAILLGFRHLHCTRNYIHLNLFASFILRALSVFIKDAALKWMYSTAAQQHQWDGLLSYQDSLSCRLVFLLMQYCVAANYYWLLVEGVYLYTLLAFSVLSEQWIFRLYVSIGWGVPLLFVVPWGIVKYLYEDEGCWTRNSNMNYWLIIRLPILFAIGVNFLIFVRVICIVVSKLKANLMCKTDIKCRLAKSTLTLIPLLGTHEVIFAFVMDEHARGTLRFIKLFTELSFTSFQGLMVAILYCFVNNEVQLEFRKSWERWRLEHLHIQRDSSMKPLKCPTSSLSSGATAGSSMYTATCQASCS
#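 Inverse agonism was detected as reduced cAMP-driven luciferase luminescence after 24 h compound treatment. The cells were HEK293 clones expressing constitutively active human GLP-1R with the reporter. Reporter-only and GPR119 cell lines served as counterscreen controls.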
# FUS suppressor – rescues growth of FUS-expressing yeast; S. cerevisiae FUS-expressing, growth rescue, OD600, 24 h; Potency, µM (top dose mostly 76.6 µM), inactives show at the top dose growth rescue (activation), actives largely listed as activators; 390,000 tested, 0.24% active;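 note: potency is the fitted concentration of half-maximal effect; plate controls were DMSO vehicle for no effect and reference control for full effect; nearly all actives have a fitted effect of over 55% in size; some results filed as inactive show a strong effect at the top dose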
#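 Cultures pregrown in 2.5% raffinose medium are shifted to minimal medium containing 2% galactose to express toxic FUS. Compounds are tested at several concentrations. After 24hr at 30C, growth is quantified at 600 nm absorbance.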
# GLP-1R agonist – agonists of human GLP-1 receptor | P43220 | HEK293 GLP-1R CRE-luciferase, luminescence, 4-6 h; cells express a hypersensitive GLP-1R form | Potency, µM (titrated, usually from 45.6 µM), for inactives: top-dose activation, actives largely listed as activators | 380,000 tested, 0.007% active; note: potency is the fitted concentration of half-maximal effect; % of control where 0% means no effect
# * hit, by the source's call; i = inactive; ? = inconclusive; . = not tested or not shown; [ ] = remark or other dose. Unless noted, calls come from the whole dose curve; as a rule, active = well fitted curve in the direction sought with a large enough effect; inconclusive = small, poorly fitted or top-dose-only effect, or another doubt; inactive = no such curve, though single readings can be large; an effect the other way counts as inactive or inconclusive.
SMILES,Akt phos inh,D3 antag,aSyn rescue,PTHR1 agonist,Abeta yeast res,TDP-43 yeast inh,GLP1R inv ag,FUS suppressor,GLP-1R agonist
COc1ccc(CNC(=O)C23CN(Cc4ccccc4)CC2C(c2ccc([N+](=O)[O-])cc2)=NO3)cc1 (stereo unspecified),i,23,-1%,-1%,-3%,11%,-16%,?,-4%
O=C(/C=C/Nc1nccs1)C(F)(F)Cl,i,-7,-6%,-10%,-6%,0%[9.22 µM],12%,36%,-1%
Cc1cc(OCC(O)CN2CCN(c3cccc(Cl)c3)CC2)ccc1Cl (stereo unspecified),.,.,.,-27%,5%,0%,?,19%,.
Cc1cc(Br)ccc1NC(=O)CN1CCN(c2ccccn2)CC1,i,-1,-4%,-36%,-3%,2%,-28%,-7%,5%
CC/C(=N\NC(=S)Nc1cc(C)ccc1C)c1ccc(OC(F)F)cc1,i,-19,-17%,-13%,0%,26%,?,.,1%
Cc1cc(C(=O)CCC(=O)N2CCN(c3ccccc3)CC2)c(C)s1,i,6,1%,-20%,-9%,13%,?,8%,8%
Cc1ccc(NC(=O)Nc2ccccc2OCc2cc(=O)n3ccccc3n2)c(Cl)c1,.,.,.,-19%,-10%,13%,4%,3%,.
Cc1c(NS(=O)(=O)c2ccc(NCCN3CCOCC3)c([N+](=O)[O-])c2)c(=O)n(-c2ccccc2)n1C,i,2,5%,i,-8%,0%,-19%,?,-5%
CCOC(=O)C1(Cc2cccc(Cl)c2)CCCN(C(=O)c2cccc(C)n2)C1 (stereo unspecified),i,0,1%,i,12%,4%,?,7%,-2%
C=CCOC(=O)C1=C(C)NC(SCC(=O)OCC)=C(C#N)C1c1ccc(O)c(OC)c1 (stereo unspecified),i,30,5%,-36%[inhibitor],-1%,10%,-14%,.,20%
CSc1ncc(Cl)c(C(=O)N(Cc2ccc(C(C)C)cc2)C2CCS(=O)(=O)C2)n1 (stereo unspecified),.,.,.,i,1%,9%,9%,?,.
O=C(CSC1=NCCN1)Nc1cccc([N+](=O)[O-])c1,i,-65*,-9%,i,-13%,-24%,?,34%,0%

# Arranged by value in PTHR1 agonist (lowest first): some entries from above.
Structure	PTHR1 agonist
Cc1cc(Br)ccc1NC(=O)CN1CCN(c2ccccn2)CC1	-36%
O=C(/C=C/Nc1nccs1)C(F)(F)Cl	-10%
COc1ccc(CNC(=O)C23CN(Cc4ccccc4)CC2C(c2ccc([N+](=O)[O-])cc2)=NO3)cc1 (stereo unspecified)	-1%

# Next results follow:
SMILES,Akt phos inh,D3 antag,aSyn rescue,PTHR1 agonist,Abeta yeast res,TDP-43 yeast inh,GLP1R inv ag,FUS suppressor,GLP-1R agonist
Cc1cccn2c(CN(C)C3CCCc4ccccc43)c(C(=O)N3CCOCC3)nc12 (stereo unspecified),i,-6,1%,-9%,-5%,3%,?,2%,18%
COc1ccc(NC(=O)C2CC(=O)N(c3ccccc3C)C2)c(OC)c1 (stereo unspecified),i,-1,-4%,-14%,-2%,40%,1%,-16%,3%
O=C(/C=C/c1ccc(Cl)cc1)c1ccc([N+](=O)[O-])o1,i,-101*,-6%,-47%[inhibitor],-71%[inhibitor],-93%[inhibitor],8%,-21%,-1%
Clc1ccc(CNCCCSc2ncccn2)cc1,i,-78*,-1%,17%,6%,-7%,41%[activator],-16%,0%
CCNS(=O)(=O)c1c(C)cc(N2CCCC2=O)cc1C,i,-11,-18%,-10%,-7%,0%,1%,32%,-5%
COc1ccc(C(=S)N2CCOCC2)cc1OC(=O)c1cc(OC)c(OC)c(OC)c1,i,-2,2%,-7%,5%,0%,37%[activator],16%,18%
COc1ccc(C2=C(Nc3ccccc3)c3ccccc3C2=O)cc1,i,-25,-3%,-9%,3%,13%,-6%,5%,9%
Cn1c(=O)c2c(nc(NCCc3ccccc3)n2Cc2ccc(F)cc2)n(C)c1=O,i,10,4%,-55%,10%,17%,-7%,21%,-4%
O=C(O)c1ccc(CSc2nnc(-c3ccncc3)n2-c2ccc(Br)cc2)cc1,i,12,7%,-14%,-11%,11%,10%,18%,0%
Cc1ccc(C(=O)O)cc1NC(=O)C1=CSCCO1,.,-3,0%,11%,-3%,-5%,10%,-24%,-3%
CC(C)C(NC(=O)CNC(=O)OC(C)(C)C)C(=O)NCc1ccc(Cl)cc1 (stereo unspecified),i,10,-6%,i,-6%,-7%,-7%,-8%,5%
Cc1cccc(NC(=O)c2ccc(S(=O)(=O)N3CCOCC3)cc2)n1,i,-4,-3%,-17%,-1%,8%,14%,-23%,11%
Cc1c(Cl)cccc1NC(=S)NCC(O)c1ccccc1 (stereo unspecified),i,-10,6%,-25%,15%,5%,?,3%,0%
CCOC(=O)[C@H]1[C@H]2COc3cc(OC)ccc3[C@@H]2N2C(=O)CN(C)C(=O)[C@@]12C,i,9,-10%,i,-10%,4%,-15%,-11%,7%
O=C(c1cc([N+](=O)[O-])ccc1Cl)N1CCN(c2ccc(F)cc2)CC1,i,-14,-1%,-19%,3%,?,-4%,-16%,-1%
Cc1ccccc1C(=O)NC=C1C(=O)OC(C)(C)OC1=O,i,-8,-5%,i,-10%,-29%,6%,11%,-2%
O=S(=O)(c1ccc(F)cc1)c1nc(-c2ccccc2)oc1N1CCOCC1,i,5,8%,-67%[inhibitor],3%,-6%,9%,.,1%
O=C1c2ccccc2C(=O)N1CC1CO1 (stereo unspecified),i,-2,-8%,18%,-17%,-20%,1%,11%,7%
CC(OC(=O)C1CCCCC1)c1nc2ccccc2[nH]1 (stereo unspecified),i,14,-12%,i,0%,-26%,2%,.,4%
CN(C)S(=O)(=O)c1ccccc1C#N,i,9,-7%,-8%[57.5 µM],5%,-8%,3%,-5%,-3%
Cc1ccc(NC(=O)c2ccc(COc3ccc4c(c3)CCC4)cc2)c(C)c1,i,15,2%,-16%,0%,0%,32%[activator],.,0%
CN(C)CCCNc1ncnc2c1cnn2-c1ccccc1,i,-30,-3%,5%,-15%,10%,?,-19%,2%
CCOC(=O)c1cnc(SCC(C)C)nc1N,i,-7,-9%,-11%,1%,0%,0%,8%,8%
CCCn1c(SCc2nc(-c3ccccc3OCC)no2)nnc1-c1ccc(Cl)cc1,.,.,.,-31%[inhibitor],-12%,?,10µM*,?,.
O=C(CCC(C(=O)O)N1C(=O)c2ccccc2C1=O)Nc1ccccc1 (stereo unspecified),i,-13,0%,27%,0%,-11%,2%,.,-2%
COc1cccc(-c2cc(C(=O)N3CCOCC3)no2)c1,i,11,-9%,-15%,-6%,-2%,?,9%,-1%
COC(=O)C(CC(=O)O)NCc1ccco1 (stereo unspecified),i,-21,-5%,i,7%,-3%,1%,-24%,0%
Cc1cc(C)cc(NC(=O)c2ccc(S(=O)(=O)N(C)CC3CCCO3)cc2)c1 (stereo unspecified),i,3,4%,i,6%,14%,?,22%,1%
CCOC(=O)C1(CCOc2ccccc2)CCN(Cc2ccc(O)c(OC)c2)CC1,i,?,0%,-26%,-3%,14%,?,5%,14%
O=C(CN1C(=O)c2ccccc2S1(=O)=O)c1ccc(O)c(O)c1,i,5,0%,-42%[inhibitor],9%,-5%,-15%,6%,12%
C/C(=N\NC(=O)CNC(=O)C1COc2ccccc2O1)c1ccc(Cl)cc1 (stereo unspecified),i,-6,-5%,-19%,1%,9%,-2%,-14%,0%
COc1cc(NC(=O)c2cccc(C)c2)ccc1NC(=O)c1cc2ccccc2o1,i,9,-4%,-20%,10%,9%,-27%,-33%,-1%
CCCn1c(SCC(=O)Nc2nnc(CC)s2)nnc1-c1ccco1,i,1,-4%,-19%[57.5 µM],14%,12%,6%,12%,-5%
O=C(Nc1nc2ccccc2[nH]1)c1ccc([N+](=O)[O-])cc1,i,9,0%,-15%,6%,5%[9.22 µM],21%[7.66 µM],24%,5%
CCN=c1scc(C)n1/N=C/c1cc(Br)c(O)c(Br)c1,i,-10,-18%,-21%,-74%[inhibitor],3.2µM*,-16%,27%,6%
COCCNC(=O)C1CC(c2ccc(C(F)(F)F)cc2)=NO1 (stereo unspecified),i,0,-9%,-15%,-14%,0%,11%,-9%,-5%
Cc1ccc(NCc2nnc(SCC(=O)Nc3nnc(C)s3)n2C)cc1,i,1,-2%,i,-7%,6%,6%,-8%,3%
COc1ccc(NC(=O)CSc2nnc(CNc3ccc(C)cc3)n2C)cc1,i,-9,-4%,i,6%,-11%,-7%,5%,9%
O=C(N/N=C/c1cccc2ccccc12)c1ccccc1Cl,i,-23,-1%,-57%[inhibitor],0%,-11%,-19%,26%,13%
CCOC(=O)c1[nH]c2ccccc2c1NC(=O)c1ccccc1OCC,.,.,.,i,-9%,?,?,-5%,.
c1ccc(CSc2nnnn2-c2cccc3ccccc23)nc1,i,?,-9%,-24%[57.5 µM],7%,7%,-16%,-3%,2%
COc1cccc(NC(=O)Nc2ccc(Cc3ccncc3)cc2)c1,i,-25,0%,-11%,1%,7%,?,-1%,-7%
CC(C)c1nc2ccccn2c1NC1CCCCC1,i,-2,-3%,-5%,2%,-13%,?,-2%,5%
O=c1ccn([C@@H]2O[C@H](CNS(=O)(=O)c3cc4ccccc4s3)[C@@H](O)[C@H]2O)c(=O)[nH]1,i,9,-3%,7%,-9%,5%,8%,-16%,-1%
COc1ccc(CCNC(=O)C2CCN(C(=O)c3cccc(Cl)c3)CC2)cc1OC,i,15,5%,-4%,5%,18%,0%,6%,2%

# Compound activity deposited in PubChem by National Center for Advancing Translational Sciences (NCATS).

# An excerpt; rates above refer to the full screens.
